# High-throughput results deposited in PubChem by several laboratories.
# Furin inhibitor: blocks human furin protease activity | P09958 | purified furin, fluorogenic substrate cleavage | inhibition, % at 30 µM | 220,000 tested, 0.061% active; in the data active = inhibition above about 25%; note: inactives centre near -15
# Cl transport mod: modulates chloride dependent transport by human KCC2; Q9H2X9; 190,000 tested, 2.2% active; KCC2 cells, thallium flux FluoZin-2 fluorescence; AID 1456; B-score of Tl+ flux slope (higher = more flux/activation; lower = inhibition) at 10 µM;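 active = thallium flux slope and its plate-corrected score both differing from the plate sample mean at a set confidence after two filtering rounds, in either direction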;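 note: slope of fluorescence scaled to starting intensity during 10 to 20 s after thallium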
# hK5 inh: blocks human kallikrein 5 protease activity. inhibition, % at 5 µM. AID 873. 210,000 tested, 0.59% active. recombinant hK5, fluorogenic AMC substrate cleavage. Q9Y337;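 active = inhibition of 40% or more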;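 note: 0% = enzyme controls without compound and 100% = no-enzyme blanks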
# Target sequence (Q9Y337 67-293 limits assumed): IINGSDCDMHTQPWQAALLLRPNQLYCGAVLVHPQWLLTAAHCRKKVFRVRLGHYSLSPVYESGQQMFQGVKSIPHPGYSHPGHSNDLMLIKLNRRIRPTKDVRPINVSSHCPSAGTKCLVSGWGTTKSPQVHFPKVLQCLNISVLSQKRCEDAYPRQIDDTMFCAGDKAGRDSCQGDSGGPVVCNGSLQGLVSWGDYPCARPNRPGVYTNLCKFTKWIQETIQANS
# FXIIa inh: inhibitors of human coagulation factor XIIa. AID 800. 220,000 tested, 0.3% active. P00748. inhibition, % at 5 µM. purified FXIIa, Boc-QGR-AMC fluorogenic substrate, 2 h; in the data active = inhibition above about 40%;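 note: 0% = enzyme with no compound and 100% = blank without enzyme; many of its hits are not listed in these tables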
# Target sequence (P00748 20-372 limits assumed): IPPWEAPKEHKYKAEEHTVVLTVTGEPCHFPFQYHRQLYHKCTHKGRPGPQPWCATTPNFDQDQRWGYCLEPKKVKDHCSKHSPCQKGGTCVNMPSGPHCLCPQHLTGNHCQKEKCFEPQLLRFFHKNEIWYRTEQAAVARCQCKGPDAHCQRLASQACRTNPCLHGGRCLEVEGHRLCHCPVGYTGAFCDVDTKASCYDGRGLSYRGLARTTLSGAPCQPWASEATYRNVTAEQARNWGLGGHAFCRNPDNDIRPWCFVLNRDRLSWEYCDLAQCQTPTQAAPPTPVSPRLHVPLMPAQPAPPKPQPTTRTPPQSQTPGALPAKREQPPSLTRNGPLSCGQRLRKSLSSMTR
# Target sequence (P00748 373-615 limits assumed): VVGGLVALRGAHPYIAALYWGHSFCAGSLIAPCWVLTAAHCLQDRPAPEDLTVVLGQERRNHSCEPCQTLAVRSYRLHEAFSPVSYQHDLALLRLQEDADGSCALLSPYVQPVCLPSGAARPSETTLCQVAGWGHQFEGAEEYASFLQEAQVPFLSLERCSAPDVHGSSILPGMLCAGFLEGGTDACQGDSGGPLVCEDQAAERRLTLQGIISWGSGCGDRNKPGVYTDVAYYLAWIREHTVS
# FXIa inh 1536: blocks human coagulation factor XIa protease activity; P03951; purified FXIa, Boc-Glu-Ala-Arg-AMC fluorogenic substrate; inhibition, % at 5 µM; 220,000 tested, 0.14% active;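 active = inhibition of at least 40%; inactive = inhibition below 40%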;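 note: fluorescence of freed AMC excited at 355 nm; 0% = enzyme without compound and 100% = no enzyme blank; many of its hits are not listed in these tables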
# PERK inhibitor: inhibitors of human PERK kinase; 220,000 tested, 0.17% active; AID 1416; inhibition, % at 5.6 µM; CHO PERK-DD fusion, SEAP luminescence translation reporter;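 active = inhibition above the mean inhibition of all tested compounds plus 3 SD, set separately per screening campaign, cut at about 2.9% in these data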;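 note: PERK kinase domain activated by AP20187 dimerizer at 100 nM; 0% = DMSO with dimerizer and 100% = rapamycin at 8.4 µM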
# Wee1 stabilizer: human Wee1 degradation inhibition, primary screen; AID 1321; reporter increase, % at 5 µM; 220,000 tested, 1.2% active; HeLa Luc-Wee1K328M stability, luciferase luminescence; 100% = proteasome inhibitor MG132 effect; P30291;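 active = activation above the mean of all tested compounds plus 3 SD, set per screening run, cut at about 8.8% in these data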;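 note: cells exposed to compound for 20 h before luminescence read; 0% = DMSO alone and 100% = MG132 at 30 µM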
# Thrombin inh: thrombin (human) inhibition; P00734; alpha-thrombin, Boc-VPR-AMC fluorogenic substrate cleavage; inhibition, % at 5 µM; 220,000 tested, 0.26% active; AID 1046;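 active = inhibition at or above 40%; inactive = inhibition below 40%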;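 note: 0% = enzyme with no compound and 100% = wells without enzyme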
#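 System: human alpha-thrombin protein; Compound dosing: one concentration per compound, 5 µM, with 0.2% DMSO; Timing: reaction at room temperature; Technique: AMC fluorescence, 355/460 nm; Controls: enzyme without compound as high, wells lacking enzyme as low.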
# p97 ATPase inh: human p97 ATPase inhibition; inhibition, % at 8 µM; recombinant p97 ATPase, Kinase-Glo ATP luminescence, 3 h; P55072; 220,000 tested, 0.42% active; in the data active = inhibition above about 15%;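 note: 0% = DMSO vehicle and 100% = wells lacking enzyme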
# * hit, by the source's call; / = no result given; [ ] = another dose, or the depositor's remark.
Compound,PERK inhibitor,Cl transport mod,FXIa inh 1536,p97 ATPase inh,FXIIa inh,Furin inhibitor,Thrombin inh,Wee1 stabilizer,hK5 inh
CC1(C)CC(CC(=O)NNc2nc(-c3ccccc3)cs2)C(=O)O1 (stereo unspecified),0.7,-3.9,13,-2,17,-3,25,-4,26
CCCc1nn(C)c(C(=O)Nc2cccc3ccccc23)c1Cl,-1.2,0.73,-12,-2,4,-12,-9,-1,-4
CC(=O)OCC(=O)Nc1cc(S(=O)(=O)N2CCCCCC2)ccc1Cl,0.9,0.052,1,4,5,-32,/,2,-1
CC(C)N(Cc1ccccc1)C(=S)NC(=O)C1(C)CC1(Cl)Cl (stereo unspecified),0.1,85*,3,5,4,-20,/,4,-2
COc1ccc(OC)c(S(=O)(=O)N2Cc3ccccc3CC2C(=O)Nc2nccs2)c1 (stereo unspecified),1.3,/,-4,4,12,-11[20 µM],-2,4,2
Cc1ccsc1C(=O)N/N=C/C=C/c1ccccc1[N+](=O)[O-],0.1,1.1,0,1,17,-13[20 µM],-1,3,-4
O=C1CN(C(=O)c2cc3ccccc3oc2=O)C(c2ccc(F)cc2)c2cc(Br)ccc2N1 (stereo unspecified),-0.2,0.056,1,4,2,-9,2,2,-11
CCC1SC(CC)C(=O)N(CC(=O)Nc2ccc3c(c2)OCO3)C1=O (stereo unspecified),0.9,0.13,8,0,5,-24,-3,-4,-4
O=C(c1ccco1)N1CCN(C(c2ccccc2Cl)c2nnnn2Cc2ccco2)CC1 (stereo unspecified),-1.4,0.2,5,-4,9,-21,0,0,2
O=C(COC(=O)CCc1ccc(S(=O)(=O)N2CCOCC2)cc1)NCc1ccccc1Cl,0.0,-0.22,0,-1,4,-10,-19,-2,-3
Cc1ccc2sc(N(CCCN(C)C)C(=O)c3ccc(S(=O)(=O)N(C)C)cc3)nc2c1C,0.1,-1.7,-3,0,-1,-17,2,-2,-12
COc1ccc(Oc2nc(SC)nc3ccsc23)cc1,0.3,/,-6,-3,11,-23[20 µM],-12,0,-15
CC(C)c1ccc(/C=N/n2nnnc2Nc2ccccc2)cc1,-0.5,0.41,-2,-8,-7,-8[20 µM],-5,0,-22
CCCOc1ccc(C2C(C(=O)OC)=C(C)N=C3SCCC(=O)N32)cc1OCC (stereo unspecified),-0.8,0.0048,3,-7,14,-12,0,-2,-2
Cn1c(=O)c2nc3ccccc3nc2n(C)c1=O,0.8,0.33,1,4,10,-17,-8,1,6
CN(C)CCNc1nc2sc3c(c2c(=O)n1CCc1ccccc1)CCCCC3,0.2,-0.41,-2,-1,2,-11,-12,0,-9
CC(C)CN(CC(C)C)c1nnc(NC(=O)Cn2c(=O)oc3ccccc32)s1,0.0,0.69,6,-1,1,-9,2,0,-1
NC(=O)[C@@H]1CC2(CC(c3cccc(NC(=O)[C@H]4CCC(=O)N4)c3)=NO2)CN1C(=O)COc1ccc(Cl)cc1 (stereo partly specified),/,0.8,-4,/,3,-25,-5,/,0
CCC(=O)Nc1ccccc1C(=O)OCC(=O)c1ccc2ccccc2c1,-0.8,-0.94,1,2,-5,-12[20 µM],-6,-1,-22
COc1ccc(NC(=O)c2cccnc2SC)cc1OC,1.8,1.5,-1,4,3,-23,-2,1,-3
O=C(Cc1csc(NC(=O)c2ccccc2)n1)NO,0.0,0.76,-3,1,2,-21,0,1,-9
CCOC(=O)c1c(C)nc(C)c(C(=O)OCC)c1-c1ccco1,0.9,1.4,-3,-3,8,-9,-4,1,-1
O=C(c1ccccc1[N+](=O)[O-])N1CCN(Cc2ccc3c(c2)OCO3)CC1,-0.7,-0.43,-13,-6,1,1,-7,1,-8
CCN(CC)c1ccc(NC(=O)c2ccc3c(c2)c(C)c(C)n3C)cc1,0.2,-0.24,-6,5,3,-19,-9,3,-5
O=C(CCCn1c(SCc2cccc(F)c2)nc2ccccc2c1=O)NCC1CCCO1 (stereo unspecified),0.5,-0.23,3,2,12,-14,-8,-2,2
COc1cccc(CNC(=O)c2ccc(CS(=O)(=O)Cc3ccc(C)cc3)o2)c1,0.9,-1.4,-3,1,5,-21,4,2,9
Cn1c(=O)c2c(nc(Oc3ccc4c(c3)OCO4)n2Cc2ccc(F)cc2)n(C)c1=O,-0.5,/,7,-3,-8,-13[20 µM],-3,-2,-9
Nc1ccc(Br)cc1C(NCC(=O)O)c1ccccc1 (stereo unspecified),1.9,0.1,-2,3,5,-20,-12,4,1
COc1cccc(C(=O)NC(Cc2ccccc2)c2ccc3c(c2)OCCCO3)c1 (stereo unspecified),-2.2,-1.6,21,-5,36,0[20 µM],1,-2,-15
COc1ccc(/C=C(\NC(=O)/C=C/c2ccco2)C(=O)NCCc2nc3ccccc3[nH]2)cc1,-0.3,0.34,5,12,3,0,-8,-1,-24
O=C(Nc1ccccc1)Nc1cc([N+](=O)[O-])ccc1F,0.8,0.23,4,0,11,-20,-1,1,-9
COc1ccc(CN(Cc2cccnc2)C(=S)NCCc2ccccc2)cc1OC,-0.8,-2,26,2,26,-14[20 µM],-2,3,-19
COC(=O)c1ccccc1S(=O)(=O)Nc1ccc(OC)nc1,1.5,-0.02,4,5,17,-36,-11,-1,-19
CC(=O)Nc1ccc(SC[C@H](CC(C)C)N2CCN(CC(C)C)CCC2=O)cc1,/,0.12,-6,/,3,-25,-4,/,-2
COc1nc(N/N=C/c2ccc(-c3ccccc3[N+](=O)[O-])o2)nc(N2CCOCC2)n1,-0.2,0.0079,3,7,2,-2,-7,-2,-15
O=C(CCCCl)OCc1cn(-c2ccc(Cl)cc2)nn1,0.6,0.48,-1,2,9,-32,-6,2,-4
CC1CCN(C(=O)c2[nH]cnc2C(=O)N[C@@H](CCCCNC(=O)OC(C)(C)C)C(=O)OC(C)(C)C)CC1,/,-0.27,-2,/,3,1,-2,/,-1
Cc1ccc(C(=O)Nc2cccc(Oc3ccccc3)c2)o1,0.2,/,2,-6,9,-13[20 µM],-5,-1,-1
COC(=O)CN1C(c2ccc(OC)cc2)=Nc2ccc(Cl)cc2C1c1ccccc1 (stereo unspecified),-0.6,-1.2,-8,-7,-2,-10,18,1,3
Cc1[nH]c2ccccc2c1CCN(Cc1cccnc1)C(=S)Nc1cccc(F)c1,-0.2,-0.067,-1,4,11,-14,-5,-1,-2
CON/C=C(\C=Nc1ccc(Cl)cc1)c1ncc(C(F)(F)F)cc1Cl,2.7,/,7,6,10,-13[20 µM],-10,-2,-7
O=C(CSc1nnc2c(Cl)cc(Cl)cn12)N1CCN(c2ccc(F)cc2)CC1,-0.6,0.13,-3,1,0,-1,-13,-2,-15
CN(NC(=O)COc1ccccc1)C1=NS(=O)(=O)c2ccccc21,0.2,-0.55,0,-1,6,-16,-4,-1,3
COc1ccc(NC(=O)c2ccc(-c3ccc([N+](=O)[O-])cc3)o2)cc1OC,0.7,-0.26,8,4,11,-10,4,1,-2
COc1ccc(N2CCN(C(=O)CSc3nnc(-c4cccnc4)n3-c3ccc(F)cc3)CC2)cc1,-0.9,/,7,2,6,-16[20 µM],0,0,-2
COc1ccc(-n2c(=O)c3ccccc3n(CC(=O)Nc3ccccc3OC)c2=O)cc1,0.7,-0.25,30,-1,28,-10,-3,1,23
Cc1cc(Cl)c(S(=O)(=O)Nc2ccc3c(c2)OCCO3)cc1OCC(=O)NC1CCCCC1,-0.2,-0.064,-2,6,7,-12[20 µM],-2,1,-8
Cn1cc(SCC(=O)O)c2ccccc21,0.8,-0.036,0,4,4,-15[20 µM],-5,-2,-17
FC(F)(F)c1cc(-c2ccc(Cl)cc2)nc2ncnn12,0.3,/,1,3,9,-29[20 µM],0,1,2
O=C(NNC(=O)c1cccs1)c1ccc(Br)o1,0.5,1.4,43*,1,18,-15,17,0,-14

# (listing goes on)
Compound,PERK inhibitor,Cl transport mod,FXIa inh 1536,p97 ATPase inh,FXIIa inh,Furin inhibitor,Thrombin inh,Wee1 stabilizer,hK5 inh
COc1cccc(C(=O)N/N=C/c2ccc(Oc3ccc([N+](=O)[O-])cn3)c(OC)c2)c1,-1.0,0.67,7,9,12,-13,-2,-1,6
Cc1cc(C(=O)COC(=O)c2ccc3c(c2)OCO3)c(C)n1Cc1cccs1,-0.1,0.36,5,-2,8,3,-7,-1,-12
O=C(O)c1c2c(nc3ccc(S(=O)(=O)N4CCC(C(=O)N5CCCCC5)CC4)cc13)CCCC2,0.2,1.4,-8,3,8,-9,-3,-3,1
O=C(Cn1nc(-c2ccccc2)ccc1=O)Nc1ccc(N2CCN(C(=O)c3ccccc3)CC2)cc1,0.2,-0.34,0,10,3,-9,-6,-1,-1
O=C(CSc1nnc(CNc2ccc(F)cc2)n1-c1ccccc1)N1CCOCC1,-0.4,1.2,10,-6,18,-13[20 µM],4,2,-6
Cn1nc(C(=O)OCC(=O)Nc2cccc(S(=O)(=O)N3CCCC3)c2)c2ccccc2c1=O,0.6,-1.8,-4,-1,17,5,19,3,1
Cc1ccc(NN2C(=O)C=CC2=O)cc1,-0.2,0.028,-6,-2,-2,15,-4,-1,17
Cc1cc(NC(=O)Nc2ccc(F)cc2F)n(C)n1,1.1,/,0,0,9,-19,-4,-2,9
CC1=C(C(=O)NCCN2CCN(C)CC2)C2(CCC(C)CC2)OC1=O (stereo unspecified),0.8,1.5,-7,5,3,-9,-4,0,15
C=CCn1cc(-c2cccc(C(F)(F)F)c2)cc(C#N)c1=O,0.4,-2.5,4,-1,11,-32,-10,3,-3
O=C(NC1CCCCC1)C(c1ccc2ncccc2c1)N(Cc1ccc(F)cc1)C(=O)c1cccs1 (stereo unspecified),-0.5,/,9,-4,17,-15[20 µM],25,-1,19
Cc1ccc(C(=O)NCCNC(=O)c2ccccc2)cc1,1.0,-0.31,-5,3,-7,-34,3,-1,-23
COc1ccc(C(=O)Nc2ccccc2C(=O)NC(Cc2ccc(O)cc2)C(=O)NNC(=O)c2ccccc2)cc1 (stereo unspecified),-0.5,-0.085,7,-4,15,1,-3,0,-9
CC(=O)c1ccc(OCC(=O)NCc2ccc(F)cc2)cc1,-0.4,0.29,-9,-2,-4,-12,-2,7,-18
O=C(NCCCN1CCOCC1)c1ccc(Cl)s1,-0.4,-0.67,0,4,4,-21[20 µM],1,2,-7
O=C(C[n+]1ccccc1)N/N=C/c1ccccc1F,0.5,0.72,-3,1,6,-20,-8,0,-5
Cc1cccc(NC(=O)Nc2cccc(C#N)c2)n1,0.0,-2,3,-3,12,-13,-8,-2,-1
COc1ccc(OC)c(NC(=O)C2CCCC2)c1,1.4,-0.85,4,6,7,-13[20 µM],-1,-1,-5
Cc1nc(C2CC(=O)OC23CCCCC3)cs1 (stereo unspecified),0.6,/,/,3,/,-31,/,2,/
CCc1ccc(NC(=O)C(=O)NCCN2CCN(S(C)(=O)=O)CC2)cc1,0.7,0.05,4,5,11,-18,-4,-2,-4
COc1ccc(Oc2c(C)oc3c(CN4CCOCC4)c(O)ccc3c2=O)cc1,-0.6,0.24,-11,-5,-10,-9,-1,0,-20

# Random excerpt: two records from the list, in no set order.
Compound,PERK inhibitor,Cl transport mod,FXIa inh 1536,p97 ATPase inh,FXIIa inh,Furin inhibitor,Thrombin inh,Wee1 stabilizer,hK5 inh
COc1ccc(OC)c(NC(=O)C2CCCC2)c1,1.4,-0.85,4,6,7,-13[20 µM],-1,-1,-5
COc1cccc(C(=O)N/N=C/c2ccc(Oc3ccc([N+](=O)[O-])cn3)c(OC)c2)c1,-1.0,0.67,7,9,12,-13,-2,-1,6
